# Lmaj promast – Leishmania major promastigote growth inhibition, primary screen. Leishmania major promastigotes, resazurin fluorescence viability. inhibition, % at 10 µM. hit rate 9% among 200,000. AID 1063, 2008; in the data active = inhibition above about 50%;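 note: promastigotes grown with compound for 44 hours at 28 °C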
# TNAP inh noacc – human TNAP enzyme inhibitors, primary screen, biochemical, luminescent, no phosphate acceptor, uHTS; Alkaline phosphatase, tissue-nonspecific isozyme (Homo sapiens), P05186; inhibition, % at 20 µM; purified TNAP, CDP-star luminescence, 30 min; hit rate 0.26% among 200,000; AID 1012, 2008;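 active = tissue-nonspecific alkaline phosphatase inhibition above about 50% at 20 µM in the single-dose screen, limit read from the data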;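 note: 0% = DMSO negative control and 100% = EDTA positive control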
# Target sequence (P05186 whole entry, looked up): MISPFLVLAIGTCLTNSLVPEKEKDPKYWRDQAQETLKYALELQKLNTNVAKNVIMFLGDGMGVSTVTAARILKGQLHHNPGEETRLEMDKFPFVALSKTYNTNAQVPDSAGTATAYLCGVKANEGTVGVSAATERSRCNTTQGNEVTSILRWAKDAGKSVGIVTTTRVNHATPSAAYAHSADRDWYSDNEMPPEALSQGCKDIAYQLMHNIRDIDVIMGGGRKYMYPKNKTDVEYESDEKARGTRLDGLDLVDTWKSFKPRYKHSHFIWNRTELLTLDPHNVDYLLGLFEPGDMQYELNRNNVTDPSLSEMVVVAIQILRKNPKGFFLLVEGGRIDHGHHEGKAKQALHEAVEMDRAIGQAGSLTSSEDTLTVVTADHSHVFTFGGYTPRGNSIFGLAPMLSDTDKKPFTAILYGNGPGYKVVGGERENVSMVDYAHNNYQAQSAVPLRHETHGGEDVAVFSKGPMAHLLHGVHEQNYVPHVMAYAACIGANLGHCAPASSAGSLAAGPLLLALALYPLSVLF
# FLuc act counter – FLuc activators, initial screening, artefact control for FLuc-dependent activation tests, biochemical, ATPlite luminescence. Luciferin 4-monooxygenase (Photinus pyralis), P08659. ATPlite luciferase biochemical, 10 min; 0 = ATP-free wells, 1 = DMSO control. activation factor at 10 µM. 200,000 tested, under 10 active. AID 1027, 2008;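 active = luciferase activation factor, scaled between plate controls, of at least 2 with compound at 10 µM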
# Target sequence (P08659 whole entry, looked up): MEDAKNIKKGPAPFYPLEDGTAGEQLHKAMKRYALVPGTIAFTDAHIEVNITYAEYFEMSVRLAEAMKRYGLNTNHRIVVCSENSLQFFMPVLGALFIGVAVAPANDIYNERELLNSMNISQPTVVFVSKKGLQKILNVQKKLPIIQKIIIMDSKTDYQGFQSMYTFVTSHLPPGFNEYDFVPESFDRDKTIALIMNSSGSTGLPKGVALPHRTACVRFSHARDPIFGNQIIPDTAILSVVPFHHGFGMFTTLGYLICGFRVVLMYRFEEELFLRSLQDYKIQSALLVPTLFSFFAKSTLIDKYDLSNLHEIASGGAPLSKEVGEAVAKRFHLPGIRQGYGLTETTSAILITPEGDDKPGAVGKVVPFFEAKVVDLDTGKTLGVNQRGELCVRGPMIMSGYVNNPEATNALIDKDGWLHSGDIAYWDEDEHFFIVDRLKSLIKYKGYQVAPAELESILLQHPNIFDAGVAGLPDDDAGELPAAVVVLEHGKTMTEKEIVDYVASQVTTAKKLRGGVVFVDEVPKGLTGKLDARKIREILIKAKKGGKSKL
#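 test system = cell-free luciferase reagent | medium = PBS as buffer for the ATP substrate | dosing = test compounds dosed from 2 mM stocks in 100% DMSO | incubation = 10 min at ambient temperature | detection = luminescence measurement of luciferase light output | benchmarks = low control with PBS replacing ATP, high control enzyme plus ATP without compound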
# bIAP inh – bovine intestinal alkaline phosphatase inhibitors, primary screen, selectivity assay for TNAP inhibitor project, biochemical, bovine IAP, CDP-star luminescence. inhibition, % at 20 µM. purified bovine IAP, 30 min. AID 1019, 2008. alkaline phosphatase, intestinal [Bos taurus]. 190,000 tested, under 10 active;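 active = over 50% inhibition of intestinal alkaline phosphatase at 20 µM in the single-dose screen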
#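 Assay system: bovine IAP enzyme; medium: DEA buffer 100 mM, pH 9.8, with MgCl2 1.0 mM, ZnCl2 0.02 mM; doses: 20 µM single dose; incubation: enzyme reaction for 30 min at room temperature; detection: CDP-star luminescence signal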
# TNAP act hi DEA – TNAP activators at high phosphate acceptor level, primary screen, biochemical, luminescence, uHTS. purified TNAP, CDP-star luminescence, 1 M DEA, 30 min; active compounds read high; 0 = EDTA background, 1 = DMSO-only activity. Alkaline phosphatase, tissue-nonspecific isozyme (Homo sapiens), P05186. 200,000 tested, under 10 active. activation factor at 20 µM;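 active = activation factor at least 2 at 20 µM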
#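 Test system – human TNAP · Doses – 20 µM single point · Incubation – 30 min, room temperature · Signal – luminescent substrate turnover signal · Read-out basis – activation factor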
# APP 5UTR inh – inhibitors of APP translation via 5'UTR reporter, primary screen, APP 5'UTR luciferase, SH-SY5Y cells | AID 1285, 2008 | SH-SY5Y APP 5'UTR-luciferase reporter, luminescence | inhibition, % at 2 µM | hit rate 0.82% among 190,000;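 active = inhibition above a set limit, derived from the sample mean plus 3 SD, cut at about 45% in these data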; note: values of inactives mirror those of a sister screen read the other way
# TNAP inh hiacc – human TNAP enzyme inhibitors, primary screen, biochemical, luminescent, high phosphate acceptor level, uHTS | purified TNAP, CDP-star luminescence, 1 M DEA | hit rate 0.03% among 200,000 | inhibition, % at 20 µM | Alkaline phosphatase, tissue-nonspecific isozyme (Homo sapiens), P05186;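 active = over 50% inhibition of tissue-nonspecific alkaline phosphatase at 20 µM in the single-dose screen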;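 note: plate controls were DMSO wells for no effect and EDTA-quenched wells as full inhibition for full effect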
# FLuc inh counter – firefly luciferase enzyme inhibitors, primary screen, artefact control for luciferase-based inhibitor screens, biochemical, luminescence, ATPLite; Luciferin 4-monooxygenase (Photinus pyralis), P08659; 10 min; inhibition, % at 10 µM; hit rate 1.5% among 200,000; AID 1006, 2008;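 active = inhibition above about 50% when tested at 10 µM, limit read from the data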
# bIAP act – bovine intestinal alkaline phosphatase activators, primary screen, biochemical, bovine IAP, CDP-star luminescence; hit rate 0.17% among 200,000; alkaline phosphatase, intestinal [Bos taurus]; purified bovine IAP, 30 min; active compounds read high; fold of DMSO-control signal, blank-subtracted; activation factor at 20 µM;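 active = activation factor of 2 or more at 20 µM, a signal rise over negative controls twice the positive control's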
# RAM network inh – inhibitors of the yeast RAM network, primary screen, dse1pr::URA3 reporter, 5-FOA selection; inhibition, % at 50 µM; AID 868, 2007; S. cerevisiae dse1pr::URA3 reporter, 5-FOA growth OD615, 2 d; analog-sensitive cbk1-as2 kinase mutant strain; hit rate 1.8% among 190,000;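 active = inhibition above a set limit, 3 SD over mean compound inhibition, cut at about 8.4% in these data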;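 note: 0% = DMSO-only wells with no growth and 100% = 10 µM 1-NA-PP1 full growth; inhibition rescues growth on 5-FOA so higher OD means more RAM inhibition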
# Numbers without * were called inactive; . = not tested or not shown. Compounds were not picked by outcome, and some 13% of all compounds hit somewhere here.
SMILES,Lmaj promast,TNAP inh noacc,FLuc act counter,bIAP inh,TNAP act hi DEA,APP 5UTR inh,TNAP inh hiacc,FLuc inh counter,bIAP act,RAM network inh
COc1ccc(NC(=O)C(C)N2c3cccc4cccc(c34)S2(=O)=O)cc1 (stereo not given),-3.9,-19.3,1,-2.0,1,12.8,-4.4,-1.2,1,0.7
COC(=O)CNC(=O)/C=C/c1cc(Br)ccc1OC,22.5,-10.4,1,11.5,1,13.2,-2.5,0.1,0.9,-0.3
O=C(Nc1ncc(Cc2ccccc2)s1)C1CCCO1 (stereo not given),-8.8,-16.9,0.6,15.9,1,-121.0,-0.4,41.9,0.8,-0.6
Cc1cc2c(cc1S(=O)(=O)N(C)c1ccccc1)NC(=O)CO2,0.5,-2.8,1,5.1,1,5.1,1.8,-2.1,0.9,0.7
COC(=O)C1=C(C)NC(C)=C(C(=O)OC)C1c1ccc(OC(=O)c2ccco2)cc1,3.4,-7.6,1,1.3,1,0.1,1.5,0.6,1,0.1
O=C(c1cc(-c2cccs2)on1)N1CCCCC1,-3.4,-1.1,0.7,4.6,1,-138.3,2.0,34.7,1,0.8
Cc1ccc(S(=O)(=O)N(C)c2ccc(OCC(=O)NC3=NCCS3)cc2)cc1,1.4,-7.2,1.1,9.9,1,-2.9,-1.4,-5.5,0.9,1.8
Cc1ccc(-n2nnnc2SC(C)C(=O)Nc2ccccc2-c2ccccc2)cc1 (stereo not given),-2.3,-13.4,1,4.2,1,-4.4,-2.5,0.7,1,6.4
CNC(=O)NC(=O)COC(=O)CCc1nc(=O)c2ccccc2n1C,-15.4,10.9,1.1,-14.1,1,-14.3,0.0,-6.5,1.1,1.6
Cc1ccc(NC(=O)c2ccccc2)cc1-n1cnnn1,0.9,-3.0,1,9.5,1,-2.6,-2.6,-2.0,0.9,0.8
CCCc1nnc(NC(=O)CCC(=O)N2CCN(CCOc3ccc(C)cc3)CC2)s1,3.7,-4.7,1,0.4,1,-12.0,-1.6,3.5,1,0.7
Cc1cc2nc(N)sc2cc1[N+](=O)[O-],5.2,-9.9,1,8.5,1,-10.4,-3.6,-2.4,0.9,0.0
CCc1nc(OCCN(CC)CC)c2oc3ccccc3c2n1,33.0,-8.6,1.1,-5.1,1.1,0.8,-5.4,-7.0,1.1,0.3
COc1cc2c(cc1NC(=O)CSc1ccc(C)cc1)oc1ccccc12,-0.4,-2.8,1,30.2,1,-11.2,2.6,-2.5,0.7,4.3
NS(=O)(=O)c1ccc(NS(=O)(=O)c2ccc(NC(=S)Nc3ccccc3)cc2)cc1,-3.4,-8.6,1,8.5,1,-19.6,3.6,-2.7,0.9,0.2
CC(C)c1ccc(S(=O)(=O)N2CCN(C(C)C(=O)Nc3ccccc3-c3ccccc3)CC2)cc1 (stereo not given),30.7,-15.0,1,-7.2,1,-25.2,-2.5,-2.6,1.1,5.8
Cc1nc2ncnn2c(C)c1CCC(=O)N1CCOCC1,-6.5,-15.3,1.1,-2.0,1,2.1,-3.5,-7.8,1,3.0
Cc1ccc(C)c(S(=O)(=O)NCC(=O)NCc2ccco2)c1,-5.4,-7.6,1.1,5.0,1,-37.6,-3.2,-5.0,0.9,2.4
O=C(Nc1cc(N2CCCCC2)ncn1)c1ccc(F)cc1,14.3,-4.8,1,-2.1,1,-18.4,-3.3,3.8,1,0.2
c1ccc2[nH]c(C3CC3)nc2c1,-1.7,-4.8,1,-5.8,1,-13.4,0.5,-0.1,1.1,0.4

# Compound profiles (already shown).
# `O=C(c1cc(-c2cccs2)on1)N1CCCCC1` in the list: Lmaj promast: -3.4; TNAP inh noacc: -1.1; FLuc act counter: 0.7; bIAP inh: 4.6; TNAP act hi DEA: 1; APP 5UTR inh: -138.3; TNAP inh hiacc: 2.0; FLuc inh counter: 34.7; bIAP act: 1; RAM network inh: 0.8
# `Cc1ccc(S(=O)(=O)N(C)c2ccc(OCC(=O)NC3=NCCS3)cc2)cc1` in the list: Lmaj promast: 1.4; TNAP inh noacc: -7.2; FLuc act counter: 1.1; bIAP inh: 9.9; TNAP act hi DEA: 1; APP 5UTR inh: -2.9; TNAP inh hiacc: -1.4; FLuc inh counter: -5.5; bIAP act: 0.9; RAM network inh: 1.8

# Other results follow:
SMILES,Lmaj promast,TNAP inh noacc,FLuc act counter,bIAP inh,TNAP act hi DEA,APP 5UTR inh,TNAP inh hiacc,FLuc inh counter,bIAP act,RAM network inh
CC(NC(=O)c1cccc(S(=O)(=O)N2CCN(C)CC2)c1)C1CC2CCC1C2 (stereo not given),0.1,-1.8,1.1,-2.4,1,8.4,-0.2,-7.8,1,1.1
COCCn1c(SCC#N)nnc1-c1ccc(OC)cc1,-2.0,-6.8,1,23.5,1,21.9,3.3,-2.7,0.8,-0.6
CCCCC(=O)Nc1ccc(NC(=O)C2CC2)nc1,1.0,-4.4,1,8.0,1.1,-0.6,-5.6,-4.0,0.9,1.0
CC(=O)c1cccc(NS(=O)(=O)c2c(C)noc2C)c1,-4.2,-7.8,1.1,-4.5,1,8.9,3.2,-8.1,1,-1.2
N#C/C(=C\c1ccc(N2CCOCC2)o1)c1nc2ccccc2[nH]1,26.0,-110.4,0.2,14.4,0.8,-155.7,15.0,84.7*,0.9,2.3
Brc1ccc(-c2ncc(-c3ccccc3)cn2)cc1,-1.3,-7.5,0.7,41.7,1,-30.6,4.8,32.4,0.6,3.6
Cn1ncc2c(Nc3cccc(C(=O)O)c3)ncnc21,-4.3,-3.4,1,-0.2,1,-7.2,0.4,-0.1,1,0.9
Cn1ccnc1SCC(=O)NC1CCCCC1,-6.3,-4.2,1,-6.6,1.1,-8.8,-9.4,-2.7,1.1,0.4
CCN1CCN(CC(=O)Nc2ccc(C)cc2C)C(=O)C1=O,-6.0,-9.9,1,-4.0,1,-0.9,2.1,2.8,1,0.0
O=C(COC(=O)/C=C/c1ccco1)NCc1ccco1,-18.6,-6.5,1,-4.4,1,1.3,0.9,-1.1,1,0.6
O=C(CN1CCC(n2nnc3cc(F)ccc32)CC1)Nc1ccc2c(c1)CCC2,-0.4,6.0,1.1,1.8,1,-6.5,-0.7,-7.3,1,-0.2
Cc1cc(C)cc(NC(=O)CSc2nnc(CN3CCOCC3)n2C)c1,0.4,-3.9,1.1,0.3,1,1.0,-3.4,-9.0,1,2.2
Cc1ccc(NC(=O)CC(C)N2CCCC2)cc1 (stereo not given),-0.3,-6.2,1,8.4,1.1,-1.0,-6.3,1.2,0.9,-0.8
O=C(CN(Cc1ccc(F)cc1)C(=O)c1ccco1)NCc1ccc(F)cc1,3.4,-12.7,1,5.3,1,6.5,0.2,-4.0,0.9,1.1
COc1cccc(C(=O)NN2CC(O)=C(c3nc4ccccc4n3C)C2=N)c1,-2.1,-24.1,1,-27.6,1,-5.4,-2.2,-3.8,1.3,1.3
COc1ccccc1NS(=O)(=O)c1ccc(C)c(NC(=O)NC2CCCCC2)c1,100.2*,-29.3,1,9.9,1.1,2.4,-7.1,-0.9,0.9,4.0
O=C(CSc1nnc(-c2ccco2)n1Cc1ccco1)Nc1ccccc1,0.8,-14.5,1.1,26.8,1.1,-1.3,-7.6,-8.7,0.7,11.3*
CCOC(=O)c1nc(Nc2ccc(C)cc2)c2ccccc2n1,20.3,-19.5,1,20.2,1.1,.,-5.0,-1.1,0.8,.
O=[N+]([O-])c1ccc(N2CCN(S(=O)(=O)c3ccc(Cl)cc3)CC2)cc1NCC1CCCO1 (stereo not given),-1.7,0.7,1,11.8,1,11.3,4.3,4.9,0.9,1.8
Cc1ccsc1C(=O)N1CCCC(CCC(=O)NCc2ccc(F)c(F)c2)C1 (stereo not given),-3.2,-9.2,1,-18.1,1.1,-6.4,-11.1,-4.4,1.2,-0.4
CCOC(=O)C1=C(N)OC2=C(C(=O)CCC2)C1c1ccccc1OC (stereo not given),-5.2,-3.8,1,-2.7,1,-19.4,2.1,-2.0,1,1.2
Cc1nc2cc(NC(=O)Nc3ccc(N4CCOCC4)cc3)ccc2n1C,-2.3,-15.6,1,-0.2,1.1,-8.1,-6.4,4.1,1,2.2
Cc1c(Cl)cccc1N1C(=O)C(N2C(=O)c3cccc([N+](=O)[O-])c3C2=O)C1c1cccs1 (stereo not given),-3.6,-7.7,1,2.0,1,9.3,-2.1,-4.8,1,1.5
CN(C)c1ccc(N/C(N)=N/c2nc(C(F)(F)F)cc(C(F)(F)F)n2)cc1,20.3,0.8,1.1,-5.2,1,-5.2,-0.6,-7.3,1.1,0.1
Cc1cc(C=C2C(=O)CCCC2=O)c(C)n1-c1ccccc1,-6.0,-0.1,0.8,11.5,0.9,-7.4,7.1,15.4,0.9,0.1
CCOc1ccccc1OCC(=O)NCc1ccco1,-9.4,-2.9,1,-1.2,1,-21.4,2.7,-0.8,1,0.6
Cc1c(CCOC(=O)c2cccc([N+](=O)[O-])c2)sc[n+]1CC(=O)c1ccccc1,-1.2,22.9,1.1,.,0.9,-11.7,10.5,-7.1,0.4,2.2
Cc1ccc(N2CCN(S(=O)(=O)c3ccc4c(c3)n(C)c(=O)c(=O)n4C)CC2C)cc1 (stereo not given),-0.8,-3.9,1,0.1,1,2.2,0.7,-3.0,1,4.1
Cc1ccc(N(C)C(=O)N2CCN(c3ccccn3)CC2)cc1,-6.4,-11.3,1.1,12.6,1,6.0,-1.7,-8.1,0.9,2.6
CCOc1cc2c(cc1OCC)C(C(=O)O)C(c1ccc(OC)c(O)c1)N(C)C2=O (stereo not given),-3.9,-6.8,1,-1.1,1.1,-1.4,-5.0,-2.4,1,0.5
COc1ccc(C(=O)N/N=C/c2cn[nH]c2-c2ccc(OC)cc2OC)cc1,-6.9,-46.3,1,4.1,1,21.0,-4.9,1.8,1,2.6
CCCSc1nc(N2CCOCC2)c2c(c1C#N)CCCC2,2.7,-3.5,1,8.3,1,-6.1,-4.0,-4.7,0.9,5.7
Cc1cc(=O)[nH]c(CN2CCC(c3ccccc3)CC2)n1,-4.6,-0.9,1.1,-31.9,1,-10.2,-3.8,-8.1,1.3,-0.1
CCN1CCN(S(=O)(=O)c2cccc([N+](=O)[O-])c2)CC1,0.4,-2.6,1,1.6,1.1,18.6,-5.3,-4.4,1,1.3
CCOC(=O)c1c(NC(=O)c2cc(-c3cccc(O)c3)on2)sc(C(C)=O)c1C,-5.0,-4.8,1,30.6,1,17.7,-0.3,-3.6,0.7,0.3
CCN(CC)c1ccc(/C=N/NC(=O)Cc2nnc(NC(=O)Nc3ccccc3)s2)cc1,1.4,-37.1,1,14.0,1,0.8,1.7,-4.9,0.9,1.6
